# RAD52 inh: blocks human RAD52 DNA annealing; actives 0.46% (n = 360,000); recombinant RAD52 DNA annealing, FRET fluorescence; P43351; inhibition, % at 18.7 µM;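 active = every replicate showing at least 50% inhibition; inconclusive = mean inhibition at least 50% but not in every replicate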
# E-sel inducer: E-selectin induction on HUVECs; activation, % at 7.58 µM; HUVEC E-selectin immunofluorescence imaging; normalized: neutral wells 0, TNF-alpha wells 100; AID 686992; P16581; actives 0.37% (n = 260,000);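 active = mean E-selectin-positive cell signal at least 10% of the positive control, reached in at least 60% of replicates, without over 20% cell loss; inconclusive = no rule given, readout overlaps actives, possibly toxicity-flagged; inactive = the rest, including those meeting only one limit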;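 also: in these data hits start at about 27%; measured in HUVEC primary endothelial cells; signal is the percent of cells scored E-selectin positive by PE staining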
# Target sequence (P16581 whole entry, looked up): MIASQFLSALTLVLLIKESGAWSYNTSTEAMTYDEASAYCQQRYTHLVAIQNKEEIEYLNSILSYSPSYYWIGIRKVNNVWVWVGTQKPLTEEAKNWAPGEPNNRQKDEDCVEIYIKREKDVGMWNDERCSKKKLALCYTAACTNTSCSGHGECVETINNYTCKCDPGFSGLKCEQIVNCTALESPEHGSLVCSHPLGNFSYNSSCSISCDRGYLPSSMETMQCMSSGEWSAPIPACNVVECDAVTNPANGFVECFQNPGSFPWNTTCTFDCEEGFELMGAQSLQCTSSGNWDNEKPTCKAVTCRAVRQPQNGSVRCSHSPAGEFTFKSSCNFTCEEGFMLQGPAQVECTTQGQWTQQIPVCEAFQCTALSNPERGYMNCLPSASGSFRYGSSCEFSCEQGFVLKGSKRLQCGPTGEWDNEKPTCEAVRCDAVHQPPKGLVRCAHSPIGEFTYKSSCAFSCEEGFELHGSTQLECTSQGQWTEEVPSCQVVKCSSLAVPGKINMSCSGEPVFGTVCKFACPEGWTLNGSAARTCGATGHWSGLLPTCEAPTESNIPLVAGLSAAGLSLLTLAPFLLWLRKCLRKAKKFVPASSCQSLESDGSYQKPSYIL
#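 Test system: HUVEC; input: 3,000 HUVEC/well; measured by: immunofluorescence imaging; read-out: % PE-positive cells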
# CASP6 VEID inh: caspase-6 (human) enzyme inhibition; inhibition, % at 12.5 µM; purified caspase-6, Z-VEID-R110 cleavage fluorescence; AID 686996; actives 0.53% (n = 350,000);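 active = mean inhibition across replicates at least about 35%, with every replicate also reaching that limit, limit read from the data; inconclusive = only one of the two criteria met; inactive = neither criterion met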;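 also: 0% = median of neutral control wells and 100% = no fluorescence left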
# PglD inh: PglD (C. jejuni) enzyme inhibition; purified PglD enzyme, DTNB colorimetric CoA detection; inhibition, % at 12.5 µM; actives 0.098% (n = 360,000); AID 602405; in the data active = inhibition above about 16%, passing the limit was not always enough; inconclusive = no clear call, values can overlap the other calls; also: strong numbers were not always called active
# ERp5 block: blocks human ERp5 reductase activity on insulin; ERp5 insulin aggregation, absorbance 650 nm, 90 min; inhibition, % at 9.99 µM; actives 0.05% (n = 350,000); AID 651711;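 active = mean replicate inhibition above about 25%, with every replicate also reaching it, limit read from the data, passing the limit was not always enough; inconclusive = only one of those two criteria met; inactive = neither criterion met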
# Target sequence (Q15084 whole entry, looked up): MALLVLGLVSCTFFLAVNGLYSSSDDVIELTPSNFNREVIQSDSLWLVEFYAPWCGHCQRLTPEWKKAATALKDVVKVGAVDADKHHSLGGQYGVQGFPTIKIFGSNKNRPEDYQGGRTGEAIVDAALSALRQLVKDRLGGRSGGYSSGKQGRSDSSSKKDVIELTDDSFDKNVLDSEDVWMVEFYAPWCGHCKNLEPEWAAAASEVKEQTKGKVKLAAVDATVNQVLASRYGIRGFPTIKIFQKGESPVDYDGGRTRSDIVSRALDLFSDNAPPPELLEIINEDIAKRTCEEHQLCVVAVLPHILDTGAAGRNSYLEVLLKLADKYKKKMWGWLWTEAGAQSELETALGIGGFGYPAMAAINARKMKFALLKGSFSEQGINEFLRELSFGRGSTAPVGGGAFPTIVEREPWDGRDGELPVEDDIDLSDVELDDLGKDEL
# ARNT-TACC3 inh: ARNT/TACC3 interaction disruption | Q9Y6A5 | AlphaScreen His-ARNT PAS-B/GST-TACC3 binding, luminescence; TACC3 fragment carries E629A point mutation | inhibition, % at 9.99 µM | actives 0.66% (n = 390,000) | AID 623870;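 active = mean inhibition of replicates at least 50% and at least half of replicates each reaching 50%; inconclusive = half or more replicates reach 50% but mean below 50%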;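 also: 0% = complete ARNT plus TACC3 wells and 100% = ARNT alone without TACC3; many hits fall short of the cut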
# RAD54 branch: inhibitors of human RAD54 branch migration; Q92698; RAD54 Holliday junction branch migration, FAM/BHQ fluorescence; inhibition, % at 10.4 µM; actives 0.14% (n = 360,000); AID 602329;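 active = mean normalized replicate activity at least 40 and at least half of replicates scoring 40 or more; inconclusive = only one of the two criteria met; inactive = mean below 40 and under half of replicates reaching 40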;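 also: 0% = median of neutral control wells and 100% = median of positive control wells; inhibitors cause a drop in the FAM fluorescence signal; in these data hits start at about 50%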
# esBAF inh: inhibitors of esBAF chromatin remodeling in mouse ES cells | reporter increase, % at 12.5 µM | actives 2% (n = 350,000) | AID 602393 | Bmi1-luciferase knock-in reporter, 24 h; 100% = twice the neutral-well signal; in the data active = activation above about 40%; inconclusive = no clear call, values can overlap the other calls;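 also: 0% = median of the plate's neutral control wells and 100% = double that signal; a rise in the Bmi1 reporter signal indicates esBAF inhibition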
# Active calls of the source: *; ? = inconclusive; nt = no result given.
SMILES,RAD52 inh,E-sel inducer,CASP6 VEID inh,PglD inh,ERp5 block,ARNT-TACC3 inh,RAD54 branch,esBAF inh
CC(C)c1cc(C(F)(F)F)n2nc(C(=O)Nc3ccc(-n4cnnn4)cc3)cc2n1,-9.8,-2.0,-3.6,5.0,0.4,-3.2,4.2,-4.1
CCNC(=O)[C@H]1[C@H](CO)[C@H]2Cn3c(ccc(-c4ccccc4F)c3=O)[C@H]2N1C(=O)CC,-4.8,-0.4,4.4,-1.0,0.6,-1.4,5.3,7.4
O=c1[nH]cccc1-c1nc2ccccc2n1Cc1ccc(Cl)cc1,-9.3,-0.1,-2.2,0.0,2.8,-2.3,2.3,9.0
COC1(OC)C=CC(=O)C=C1NC(=O)c1ccccc1OC(C)=O,-19.4,-0.2,6.1,nt,0.9,-0.7,6.2,12.6
C[C@H]1CN([C@@H](C)CO)C(=O)c2cc(-c3ccncc3)cnc2O[C@@H]1CN(C)C(=O)c1ccncc1,11.4,-0.1,-0.7,1.4,6.1,-7.7,1.5,-2.3
CC(C)C(=O)Nc1nnc(SCC(=O)Nc2ccc3c(c2)OCCO3)s1,-11.3,?,11.6,2.9,-0.9,-4.0,3.4,-2.0
Cc1c(NC(=O)C2CCCNC2=O)c(=O)n(-c2ccccc2)n1C (centres undefined),nt,nt,nt,5.1,nt,-9.5,7.6,-4.7
S=C(NCc1ccccc1)N1CCn2cccc2C1c1cccnc1 (centres undefined),-35.2,-1.6,-0.2,nt,2.4,3.1,nt,nt
CC(C)c1ccc(NC2CCCN(C(=O)CCN3CCCC3=O)C2)cc1 (centres undefined),-17.2,1.0,-0.7,1.5,3.1,2.2,3.2,1.7
Cc1ccc(C(=O)O)cc1NC(=S)NC(=O)c1ccc(-c2ccc(Cl)cc2)o1,-23.0,-0.4,2.5,nt,?,0.0,nt,nt
C[C@@H]1CN([C@H](C)CO)C(=O)c2cc(NS(=O)(=O)c3ccc(Cl)cc3)ccc2O[C@@H]1CN(C)C(=O)Nc1ccc2c(c1)OCO2,-13.0,0.9,-1.2,1.2,1.2,2.6,10.3,1.8
Cc1cccc(C2C3=C(CCCC3=O)N=C3c4ccccc4C(=O)C32)c1 (centres undefined),2.9,2.0,4.9,nt,5.0,0.8,nt,7.3
CN1CCCC(C)(C(=O)Nc2ccc3scnc3c2)C1 (centres undefined),3.2,0.0,-2.0,-2.1,-2.9,nt,-0.7,0.1
Cc1noc(C)c1NC(=O)Nc1ccc2c(c1)C(=O)N([C@H](C)CO)C[C@@H](C)[C@@H](CN(C)S(=O)(=O)c1ccc(F)cc1)OCCCC[C@H](C)O2,8.1,0.0,-0.8,0.6,2.2,-3.2,-2.7,3.8
CSc1sc(-c2ccnc(SCC(=O)C(C)(C)C)n2)c2c1C(=O)CC(C)(C)C2,-37.3,3.5,-1.1,nt,3.7,-3.0,nt,-9.9
CCOC(=O)C1=C(O)/C(=C\c2ccc(CNS(=O)(=O)c3ccc(Br)cc3)o2)N=C1C,nt,nt,nt,-2.2,nt,-5.1,-20.1,-0.5
CCOC(=O)C1=C(Cn2cnc3ccccc32)NC(=O)NC1c1ccc(Cl)cc1 (centres undefined),-6.6,nt,5.8,-1.6,-6.5,-12.4,3.4,8.5
CCC(=O)N(C)C[C@H]1Oc2ncc(-c3ccc(F)cc3)cc2C(=O)N([C@@H](C)CO)C[C@@H]1C,-6.1,0.3,1.3,-8.9,-4.8,-12.5,1.8,3.9
CCCC#Cc1ccc([C@H]2[C@@H](CO)N(S(=O)(=O)c3cccc(F)c3)[C@H]2C#N)cc1,-13.0,1.4,-1.3,3.7,1.9,19.7,6.5,-2.6
NC(=O)c1cc(N2C(=O)C=CC2=O)ccc1Cl,nt,nt,nt,3.9,nt,4.6,-3.7,0.2
C=CCNC(=S)NNC(=O)c1cc(-c2cccnc2)nc2ccccc12,-18.1,-0.2,-6.5,1.3,16.5,5.8,1.6,nt
O=C(CN1CCC(O)(c2ccc(F)cc2)CC1)NCc1ccc(F)cc1,nt,nt,nt,4.7,nt,-52.1,-5.0,1.8
Cc1cc2c(cc1C)N(CC(=O)N1CCCC1)C(=O)CC(c1ccccc1)=N2,nt,nt,nt,5.8,nt,4.7,5.2,38.6
CCS(=O)(=O)Nc1ccc2c(c1)C(=O)N(C)C[C@@H](OC)[C@@H](C)CN(CCC(F)(F)F)[C@@H](C)CO2,-16.8,0.2,-0.7,0.8,-2.3,20.1,-8.0,-4.3
Oc1ccc(Cl)cc1C1=NNC(c2cccs2)C1 (centres undefined),-37.2,nt,-4.4,0.0,-8.3,16.3,-2.6,?
CC(C)NC(=O)N(C)C[C@H]1OCCCC[C@@H](C)Oc2ccc(NC(=O)Cc3ccccc3)cc2C(=O)N([C@@H](C)CO)C[C@@H]1C,-7.4,-0.3,0.0,1.0,5.6,0.0,3.9,nt
COc1ccc(CNC(=S)NCc2ccc(OC)cc2)cc1,-12.4,nt,-1.2,nt,-3.9,3.1,nt,1.6
N=C1C(c2nc3ccccc3s2)=C(O)CN1NC(=O)c1c[nH]c2ccccc12,-1.1,0.0,-0.3,nt,-3.3,-8.4,nt,nt
O=Cc1ccc(-n2cc(C=O)c3ccccc32)cc1,-21.0,nt,-0.3,nt,1.3,2.2,nt,nt
CC(=O)Nc1cccc(Oc2nc(-c3ccccn3)nc3ccccc23)c1,-26.5,nt,0.1,1.8,2.9,48.0*,-1.4,nt
CNC(=O)[C@@H]1C[C@H]1[C@@H](NC(=O)CNC(=O)OCc1ccccc1)c1ccccc1,-6.4,-0.1,-4.1,nt,2.0,nt,nt,nt
CCn1c(CNC(=O)COc2ccc(C(C)C)cc2)nnc1SCC(=O)Nc1cc(F)ccc1C,nt,nt,nt,4.0,nt,-0.8,5.0,2.2
Nc1nc(SCCO)[nH]c(=O)c1NC(=O)c1ccco1,5.6,1.8,-2.8,9.0,4.3,nt,7.5,-0.4
CCCN(CC(=O)Nc1c(C)cccc1CC)C(=O)SCC,nt,nt,nt,4.2,nt,1.2,-1.0,-9.3
C[C@H](CO)N1C[C@H](C)[C@H](CN(C)C(=O)NC2CCCCC2)Oc2cc(C#Cc3cccc(F)c3)ccc2S1(=O)=O,1.9,-3.7,-1.1,-1.3,11.6,0.9,-16.9,12.3
COCC(=O)N1C[C@@H](C)[C@H](OC)CN(C)C(=O)c2cc(NC(=O)c3ccccc3)ccc2OC[C@H]1C,14.0,-0.1,2.5,2.3,2.3,-3.2,-2.4,-14.9

# Rewritten as labelled records: entries from further up.
> CC(C)NC(=O)N(C)C[C@H]1OCCCC[C@@H](C)Oc2ccc(NC(=O)Cc3ccccc3)cc2C(=O)N([C@@H](C)CO)C[C@@H]1C
  RAD52 inh: -7.4; E-sel inducer: -0.3; CASP6 VEID inh: 0.0; PglD inh: 1.0; ERp5 block: 5.6; ARNT-TACC3 inh: 0.0; RAD54 branch: 3.9; esBAF inh: nt
> COc1ccc(CNC(=S)NCc2ccc(OC)cc2)cc1
  RAD52 inh: -12.4; E-sel inducer: nt; CASP6 VEID inh: -1.2; PglD inh: nt; ERp5 block: -3.9; ARNT-TACC3 inh: 3.1; RAD54 branch: nt; esBAF inh: 1.6

# (continued)
SMILES,RAD52 inh,E-sel inducer,CASP6 VEID inh,PglD inh,ERp5 block,ARNT-TACC3 inh,RAD54 branch,esBAF inh
Cc1cc(Cn2ccnc2)c(C)cc1Cn1ccnc1,nt,nt,nt,-2.6,nt,8.1,8.5,2.0
COc1ccc(O)c(/C=N/c2nc3ccccc3n2C)c1,-10.4,nt,0.9,2.5,1.8,6.1,0.8,-1.5
O=C(C1CCCN(S(=O)(=O)c2cnc[nH]2)C1)N(CCc1ccccc1)Cc1ccccc1 (centres undefined),-3.1,nt,0.0,4.8,3.6,-20.3,-8.5,-5.3
COc1ccc(-c2c(C#N)c(N)nc3c2CCCC3)cc1OC,nt,nt,nt,3.8,nt,23.8,-2.0,-1.4
O=C(CCCC(=O)OCC(F)(F)C(F)F)Nc1nccs1,nt,nt,nt,-3.7,nt,0.1,-1.8,0.7
COc1cc(NS(=O)(=O)c2ccc(Cl)cc2)c(C(=O)O)cc1OC,-11.0,-0.2,6.7,-2.2,-8.0,-9.5,-12.0,-10.5
O=C(Cc1cccnc1)N[C@H]1CC[C@H](CCNS(=O)(=O)c2ccccc2Cl)O[C@@H]1CO,-15.8,-0.2,-1.3,-1.2,2.6,3.1,4.8,-3.8
CCCN(C)C[C@@H]1Oc2ncc(-c3ccccc3OC)cc2C(=O)N([C@H](C)CO)C[C@H]1C,18.9,-0.1,3.6,-2.2,1.8,-4.6,12.4,-3.6
COc1ccc(NC(=O)N2CC(=O)N3[C@@H](CO)[C@H](c4ccc(C5=CCCC5)cc4)[C@@H]3C2)cc1,-3.9,-0.6,-0.9,nt,0.4,nt,nt,nt
COc1ccc(CCC(=O)Nc2ccc(OC)c(S(=O)(=O)N3CCCCC3)c2)cc1OC,-0.7,2.6,-1.5,-2.6,-5.9,2.0,-4.6,3.7
COCC1CCCCN1C(=O)c1ccc2oc(CCCc3ccccc3)nc2c1 (centres undefined),-11.8,-0.3,1.0,3.4,6.5,-5.2,-2.4,nt
Cc1ccc(S(=O)(=O)C2(C(=O)NC3CCCCC3C)CC2)cc1 (centres undefined),-13.9,-0.6,-0.5,-5.2,-2.9,-5.0,-5.9,2.4
N#Cc1c(-c2ccco2)cc(-c2ccccc2)[nH]c1=O,-38.2,nt,17.5,nt,-0.2,-0.9,nt,0.0
CC(C)CC(NC(=O)OC(C)(C)C)C(=O)NC(C(=O)N1CCCC1C(N)=O)C(C)C (centres undefined),nt,nt,nt,6.0,nt,-5.5,-6.4,3.2
CCOC(=O)c1ccc(NC(=O)COc2cc(=O)n(CC)c3ccccc23)cc1,-30.9,0.6,-1.4,1.0,5.4,nt,1.2,-3.3
CCc1n[nH]c(=S)n1/N=C/c1c[nH]c2ccc(Br)cc12,-7.2,0.2,-3.0,nt,1.0,-5.0,nt,nt
CNC(=O)C[C@H]1CC[C@H]2[C@H](COc3ccc(NC(=O)c4ccc(F)cc4)cc3C(=O)N2C)O1,-13.1,-0.1,0.0,-2.0,-3.9,-0.3,-7.7,4.2
O=C1C2CC=C(Cl)CC2C(=O)N1CN(Cc1ccco1)CN1C(=O)C2CC=C(Cl)CC2C1=O (centres undefined),nt,nt,nt,3.4,nt,-2.2,4.2,-4.4
c1ccc2c(C3OCC4(CCCCC4)CO3)cccc2c1,-10.9,0.0,-2.2,nt,0.9,nt,-1.9,44.8*
Cc1ccc(-c2cc(C(=O)Nc3cc(C)ccc3O)no2)cc1,1.8,-0.1,-4.3,-5.1,7.9,-5.4,4.4,33.3
COc1ccc(C(=O)CSc2cc(C)nc(SCC(=O)c3ccc(C)cc3)n2)cc1,nt,nt,nt,-6.1,nt,0.9,4.2,1.4
OC[C@H]1[C@H](c2ccc(-c3ccc(F)cc3)cc2)[C@H]2CN(Cc3ccccn3)CCCCN21,10.1,-0.3,0.2,1.3,-1.3,29.7,18.1,nt
COc1ccc(S(=O)(=O)Nc2cccc3c2O[C@@H](CN(C)S(=O)(=O)c2ccc(C)cc2)[C@H](C)CN([C@H](C)CO)C3=O)cc1,nt,-0.1,nt,-1.2,nt,9.6,-11.4,1.6
CCN1C(=O)c2cccc3c(Cl)ccc(c23)C1=O,-10.7,nt,2.3,nt,-0.4,0.2,nt,nt
Cn1cc(CCNC(=O)c2ccc3nc(Cc4ccccc4F)oc3c2)cn1,-3.4,nt,5.3,3.1,-0.8,-3.9,3.0,75.3*
C[C@H]1CN([C@@H](C)CO)C(=O)c2cccc(NC(=O)C3CCCCC3)c2O[C@@H]1CN(C)Cc1ccc(C(F)(F)F)cc1,0.1,-0.2,0.9,-0.5,-6.2,0.4,9.3,-3.9
